Screening results (PubChem BioAssay)
mHTT-CaM PPI inh: disrupts binding of mutant huntingtin to calmodulin; inhibition, % at 15 µM; P42858; actives 3.6% (n = 190,000); AlphaScreen His-mHTT/GST-CaM binding, luminescence;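 further: 0% = both proteins with DMSO and 100% = one protein alone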
Target sequence (P42858 whole entry, looked up, stated change not applied): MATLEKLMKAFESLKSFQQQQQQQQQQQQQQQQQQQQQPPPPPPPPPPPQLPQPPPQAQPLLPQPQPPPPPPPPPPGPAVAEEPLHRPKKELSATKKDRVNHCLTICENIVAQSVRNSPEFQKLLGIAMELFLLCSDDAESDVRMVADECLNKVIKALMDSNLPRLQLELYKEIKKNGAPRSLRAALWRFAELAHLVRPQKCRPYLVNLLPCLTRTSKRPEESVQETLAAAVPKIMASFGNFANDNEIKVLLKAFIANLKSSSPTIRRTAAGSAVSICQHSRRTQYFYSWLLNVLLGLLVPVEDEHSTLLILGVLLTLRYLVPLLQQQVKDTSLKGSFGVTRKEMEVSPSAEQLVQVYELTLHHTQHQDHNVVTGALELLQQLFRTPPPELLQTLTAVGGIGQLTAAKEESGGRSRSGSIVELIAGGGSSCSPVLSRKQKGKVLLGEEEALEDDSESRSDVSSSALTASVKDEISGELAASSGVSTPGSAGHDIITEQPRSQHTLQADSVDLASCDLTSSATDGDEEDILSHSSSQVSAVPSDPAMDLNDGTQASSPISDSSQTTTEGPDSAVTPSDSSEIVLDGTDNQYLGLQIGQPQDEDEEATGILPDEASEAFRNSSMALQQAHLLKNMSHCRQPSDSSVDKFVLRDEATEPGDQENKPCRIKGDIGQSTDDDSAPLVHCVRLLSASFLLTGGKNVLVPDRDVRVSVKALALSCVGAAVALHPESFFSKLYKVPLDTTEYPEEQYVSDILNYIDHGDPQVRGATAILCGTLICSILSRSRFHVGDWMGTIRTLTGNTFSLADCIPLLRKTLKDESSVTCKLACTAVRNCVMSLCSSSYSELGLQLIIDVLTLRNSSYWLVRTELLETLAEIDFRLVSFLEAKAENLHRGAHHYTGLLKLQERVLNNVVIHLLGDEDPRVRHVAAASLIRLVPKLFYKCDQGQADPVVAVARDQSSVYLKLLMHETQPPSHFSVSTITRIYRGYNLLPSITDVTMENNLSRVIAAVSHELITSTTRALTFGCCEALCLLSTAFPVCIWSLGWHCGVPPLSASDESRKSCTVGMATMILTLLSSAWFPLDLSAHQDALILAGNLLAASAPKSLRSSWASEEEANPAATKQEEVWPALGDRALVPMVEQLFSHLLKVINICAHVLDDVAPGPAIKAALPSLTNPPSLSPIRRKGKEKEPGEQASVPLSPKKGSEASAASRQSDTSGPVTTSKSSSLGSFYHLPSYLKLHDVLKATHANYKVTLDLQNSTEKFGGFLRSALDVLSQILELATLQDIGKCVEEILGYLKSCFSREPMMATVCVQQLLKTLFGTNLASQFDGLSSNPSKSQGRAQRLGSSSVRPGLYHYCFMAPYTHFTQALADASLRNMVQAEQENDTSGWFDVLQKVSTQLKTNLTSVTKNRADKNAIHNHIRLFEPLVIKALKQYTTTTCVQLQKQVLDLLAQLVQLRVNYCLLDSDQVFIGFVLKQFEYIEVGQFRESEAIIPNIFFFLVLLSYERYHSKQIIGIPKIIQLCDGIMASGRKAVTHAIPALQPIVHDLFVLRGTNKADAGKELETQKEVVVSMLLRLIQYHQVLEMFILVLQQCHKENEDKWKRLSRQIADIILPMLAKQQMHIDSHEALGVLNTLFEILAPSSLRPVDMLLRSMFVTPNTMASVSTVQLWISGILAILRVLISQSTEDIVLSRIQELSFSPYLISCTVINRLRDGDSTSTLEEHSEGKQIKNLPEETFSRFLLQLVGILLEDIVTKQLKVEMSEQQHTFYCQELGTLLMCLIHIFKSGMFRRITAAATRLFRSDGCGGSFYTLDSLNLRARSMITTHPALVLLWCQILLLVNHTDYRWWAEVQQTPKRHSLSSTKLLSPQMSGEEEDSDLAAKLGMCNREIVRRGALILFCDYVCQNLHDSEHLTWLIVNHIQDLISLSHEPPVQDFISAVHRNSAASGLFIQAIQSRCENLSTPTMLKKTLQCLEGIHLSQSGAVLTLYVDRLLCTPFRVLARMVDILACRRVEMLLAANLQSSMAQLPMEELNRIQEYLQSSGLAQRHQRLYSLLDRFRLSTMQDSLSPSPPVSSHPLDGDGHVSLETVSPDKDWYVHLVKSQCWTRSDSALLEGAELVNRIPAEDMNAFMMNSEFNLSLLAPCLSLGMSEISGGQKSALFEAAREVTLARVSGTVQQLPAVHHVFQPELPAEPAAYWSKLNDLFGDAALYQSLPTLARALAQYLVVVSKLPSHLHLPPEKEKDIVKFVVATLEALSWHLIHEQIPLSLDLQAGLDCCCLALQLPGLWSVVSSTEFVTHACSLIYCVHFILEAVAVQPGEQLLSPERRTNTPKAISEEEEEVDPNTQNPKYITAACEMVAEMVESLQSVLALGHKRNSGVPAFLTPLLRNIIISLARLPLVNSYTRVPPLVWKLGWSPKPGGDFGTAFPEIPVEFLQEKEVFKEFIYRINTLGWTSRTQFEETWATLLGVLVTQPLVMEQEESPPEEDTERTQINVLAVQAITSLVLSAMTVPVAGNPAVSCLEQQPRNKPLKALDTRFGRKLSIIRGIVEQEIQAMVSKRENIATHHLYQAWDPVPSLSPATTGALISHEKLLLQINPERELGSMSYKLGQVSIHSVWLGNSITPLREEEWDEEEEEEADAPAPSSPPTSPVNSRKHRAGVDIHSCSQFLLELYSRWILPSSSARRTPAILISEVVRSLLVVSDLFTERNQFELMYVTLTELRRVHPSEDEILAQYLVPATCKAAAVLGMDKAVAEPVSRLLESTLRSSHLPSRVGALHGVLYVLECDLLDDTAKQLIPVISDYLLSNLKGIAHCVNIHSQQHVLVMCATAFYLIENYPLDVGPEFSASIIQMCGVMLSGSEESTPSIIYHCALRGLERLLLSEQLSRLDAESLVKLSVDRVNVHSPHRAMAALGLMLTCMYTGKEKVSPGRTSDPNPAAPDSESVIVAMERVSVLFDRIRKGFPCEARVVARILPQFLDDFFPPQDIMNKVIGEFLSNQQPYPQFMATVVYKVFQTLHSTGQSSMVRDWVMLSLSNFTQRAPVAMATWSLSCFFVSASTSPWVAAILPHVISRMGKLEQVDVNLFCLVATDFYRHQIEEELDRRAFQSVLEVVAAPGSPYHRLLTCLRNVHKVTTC
Pf apPOL block: Pf-apPOL DNA polymerase inhibition; Recombinant Pf-apPOL, molecular beacon fluorescence, 1.5 h; inhibition, % at 10 µM; actives 0.25% (n = 210,000); AID 1794808
Starred values were filed as active, the others as inactive; i = inactive; . = not tested or not shown; & = joins results of further samples. No stated cut-off is given here; in the data, active means inhibition above about 50%; inactive means the rest.

SMILES	mHTT-CaM PPI inh	Pf apPOL block
COc1cc2oc(=O)cc(C)c2cc1CCC(=O)O	-3	-12
COC(=O)c1ccsc1NC(=O)Cc1ccc2c(c1)OCO2	-17	-11
COc1ccc(C2=N/C(=C\c3cccc(OC)c3OC)C(=O)O2)c(Cl)c1	-2	-4
COCCN1C(=O)CCc2cc(NC(=O)c3ccc(F)cc3F)ccc21	-8	-5
O=C(NCC1CCN(Cc2ccco2)CC1)c1ccc2c(c1)OCO2	-10	-6
CCOC(=O)CNC(=O)N1CCCC1c1ccccc1Cl (stereo not drawn)	1	-1
N#CCCN(Cc1ccco1)S(=O)(=O)c1cccc2nonc12	.	1
COc1ccc(C)cc1NS(=O)(=O)c1ccc2nc(-c3ccccc3)[nH]c2c1	7	4
Cc1ccc(S(=O)(=O)NC(=O)c2ccc(Br)o2)c(C)c1	-9	-7
N#CC1=C(N)OC2=C(C(=O)CCC2)C12C(=O)N(CC(N)=O)c1ccccc12 (stereo not drawn)	-1	-1
Cc1c(F)cccc1NC(=O)N1CCc2cn(C)c3cccc(c23)C1	-5	-2
COc1cc(C(=O)Nc2nc(-c3ccccn3)cs2)cc(OC)c1OC	100*	5
O=C1OC2CC1N(C(=O)c1ccc3c(c1)OCO3)C2 (stereo not drawn)	-8	3
COc1ccccc1CNC(=O)C1CCCN(c2cn[nH]c(=O)c2)C1 (stereo not drawn)	-1	2
C=CCNC(=O)COc1ccc(Br)cc1C	-10	4
CC1(C(=O)NC2CCCCCCC2)CCC(=O)N1Cc1ccco1 (stereo not drawn)	5	-26
CC(=O)NCCc1ccc(S(=O)(=O)Nc2ccc(OCC(N)=O)cc2)cc1	-2	-2
Cc1cccc(-c2nc(C)c3c(n2)N(Cc2ccco2)C(=O)CC3)c1	-3	-7
O=C(c1cccnc1)N1CCCC(c2cc(-c3ccc(F)cc3)n[nH]2)C1 (stereo not drawn)	20	-5
COc1cc([N+](=O)[O-])ccc1NC(=O)CSc1nnnn1-c1ccccc1	2	-8
O=C(NCCNc1nccc(C(F)(F)F)n1)c1cccs1	.	-2&-5
O=c1[nH]c(=S)[nH]c(O)c1Cc1c(O)[nH]c(=S)[nH]c1=O	0	.
O=[N+]([O-])C([N+](=O)[O-])=S(c1ccccc1)c1ccccc1	-7&2	0
O=C(CSc1nc2c(c(=O)n1-c1ccccc1)SCC2)N1CCCCCC1	-1	-3
CN(C)S(=O)(=O)c1cc(C(=O)Nc2cccnc2)c(Cl)cc1Cl	5	-2
COc1cc([N+](=O)[O-])ccc1NC(=O)c1ccc(C(C)(C)C)cc1	0	4
CCNc1nnc(-c2nn(C)c(C)c2Cl)s1	-2	2
Cc1cccc(CNC(=O)CCc2conc2-c2ccccc2)c1	-14	-2
COc1ccc(OC)c(C2C(C(=O)Nc3ccccc3)=C(C)Nc3nnnn32)c1 (stereo not drawn)	10	6
CCCn1cnnc1C1CCCN(C(=O)Cc2ccsc2)C1 (stereo not drawn)	3	1
Cc1cccc(NC(=O)C(=O)NCC(c2ccc(F)cc2)N2CCN(C)CC2)c1C (stereo not drawn)	-6	-5
CCOc1ccccc1C(=O)Nc1cc(C)ccn1	-16	-2
Cc1ccn2c(NC(=O)C(C)C)c(CCc3ccccc3)nc2c1	1	-4
CCn1cc(-c2ccccc2)cc1C(=O)NCc1ccncc1	33	-9
COc1ccc(C(=O)N2CCC3(C2)Nc2cccnc2NC3=NCc2ccccc2)cc1F (stereo not drawn)	18	-5
C=CCN(CC=C)C(=O)c1sc2cc(C)ccc2c1Cl	-66	2
CCSc1nnc(-c2nn(C)c3c2CN(C(=O)c2ccccc2C(F)(F)F)CC3)n1C	-8	-2
O=C(Nc1cccc2c1CCCC2)C1CCc2nc(N3CCOCC3)ncc2C1 (stereo not drawn)	-4	-2
O=C(Nc1ccccc1)c1cccc(S(=O)(=O)NCc2ccccc2)c1	-5	-1
CN1CCN(c2ccc(C(=O)c3ccc(Cl)cc3)cc2[N+](=O)[O-])CC1	62*	-7

Six successive entries out of the list so far, quoted:
SMILES	mHTT-CaM PPI inh	Pf apPOL block
O=[N+]([O-])C([N+](=O)[O-])=S(c1ccccc1)c1ccccc1	-7&2	0
O=C(CSc1nc2c(c(=O)n1-c1ccccc1)SCC2)N1CCCCCC1	-1	-3
CN(C)S(=O)(=O)c1cc(C(=O)Nc2cccnc2)c(Cl)cc1Cl	5	-2
COc1cc([N+](=O)[O-])ccc1NC(=O)c1ccc(C(C)(C)C)cc1	0	4
CCNc1nnc(-c2nn(C)c(C)c2Cl)s1	-2	2
Cc1cccc(CNC(=O)CCc2conc2-c2ccccc2)c1	-14	-2

The listing continues.
SMILES	mHTT-CaM PPI inh	Pf apPOL block
COc1cc(-c2nnc(SCC(=O)N3CCc4ccccc43)o2)cc(OC)c1OC	6	-2
Cc1cccc(NC(=O)CN2C(=O)N/C(=C/c3ccc(C(C)(C)C)cc3)C2=O)c1	0	-2
O=C(Nc1ccc(Oc2ncnc3cc(Cl)ccc23)nc1)c1ccc(-c2ccccn2)s1	.	-4
COc1ccc2c(=O)c(Oc3cc(C)cc(C)c3)c(C(F)(F)F)oc2c1	2	-4
Cc1cccc(C2CCCN2C(=O)c2ccnn2C)c1 (stereo not drawn)	-3	2
Cc1ccc(NC(=O)N2CCC3(CC2)Nc2ccccc2-n2cccc23)cc1	12	-6
Clc1ccc(CN2CCSCC2)cc1	-2	-10
Cc1oc2c(Cl)c(Cl)c(O)cc2c1[N+](=O)[O-]	32	.
COCCCNC(=O)c1ccc2c(c1)ncn2-c1cc(C)cc(C)c1	8	42
NC(=O)c1ccc(NC(=O)Nc2ccc(Cl)cc2)cc1	-3	-5
CCSc1oc(-c2ccc(C)cc2)nc1S(=O)(=O)c1ccccc1	-1	-5
CCNC(=O)N1CCCC(c2cccc(C(=O)NCCN3CCCCCC3)c2)C1 (stereo not drawn)	2	-7
c1cncc(-c2noc(-c3ccc4c(c3)OCO4)n2)c1	-5	6
CCC(=O)Nc1ccc2oc(-c3ccccc3F)nc2c1	8	2
COc1ccc(-c2nnc(N3CCC(C(=O)NCCN4CCCC4)CC3)o2)cc1	3	-3
Cc1ccc(-c2nc(C(=O)N3CCCCCC3)c3n2CCCCC3)cc1	11	-1
CCOC(=O)c1ccc(NC(=O)C23CCC(C)(C(=O)C2)C3(C)C)cc1 (stereo not drawn)	-5&-21	-1&-1
Clc1ccc(-c2csc(-c3cccc(-n4cccc4)c3)n2)cc1	.	-2
O=C(CSc1ccc(F)cc1)N1CCC(Cn2cnc3ccccc32)CC1	-11	-8
CC(C)c1cc(C2CCCN2C(=O)c2ccc3c(c2)OCO3)no1 (stereo not drawn)	-4	1
CC(C)(C)C(O)CCNC(=O)NC1CCCCC1 (stereo not drawn)	-4	-2
O=C(Nc1c2c(nn1-c1ccc(F)cc1)CSC2)C1CC1	2	-3
CCOc1cc(CN2CCCC(C(=O)N(CC)CC)C2)ccc1OC (stereo not drawn)	-3	-12
COc1ccccc1C1(CNC(=O)Cc2cn(C)c3ccccc23)CCOCC1	4	-3
CC(C)CC(=O)N1CCC(COc2ccc(C(=O)N3CCOCC3)cc2)CC1	-3	-6
CC(C)CNc1ncnc2sc3c(c12)CCCC3	-7	.
CC(C)c1ccc(C(=O)NCc2ccco2)cc1	-1	-4
O=C1NN(c2ccccc2)C(=O)/C1=C/c1cccc(I)c1	19	-2
CCSc1nnc(NC(=O)c2ccc(S(=O)(=O)NCc3cccs3)o2)s1	-15	-4
O=[N+]([O-])c1sccc1CS(=O)(=O)c1ccccc1	.	-5
Cc1nc(C)c2c(n1)N(Cc1cccnc1)C(=O)CC2	-6	-1
Oc1oc(-c2ccccc2Br)nc1C=Nc1cccc(Cl)c1	4	-5
CC1CN(C(=O)c2cccc(Cl)c2)CCN1C(=O)c1cccc(Cl)c1 (stereo not drawn)	-8	-6
CCC(Sc1nc2nc(C)c(Cc3cccc(C)c3)c(C)n2n1)C(=O)NCc1ccco1 (stereo not drawn)	29	1
Cc1noc(COC2CCCN(C(=O)COc3ccccc3C)C2)n1 (stereo not drawn)	-1	-3
c1ccc2c(c1)nnn1c3ccccc3nc21	-5	2
O=C(c1sc2ccccc2c1Cl)N1CCN(C(=O)C2CCCO2)CC1 (stereo not drawn)	.	4
Cc1cc(C)c(-c2ccn(C(=O)c3cc(-c4ccccc4)oc3C)n2)[nH]1	.	-5
CCC(=O)N1CCc2cc(Br)cc(S(=O)(=O)Nc3cccc(C(F)(F)F)c3)c21	6	1
Cc1ccc([N+](=O)[O-])cc1N=Cc1c[nH]c2ccccc12	1	1
CC(C)(C)OC(=O)N1CCN(CCNC(=O)CSc2nc3ccccc3o2)CC1	0	-9
C=CCn1c(O)c(CN2CCN(Cc3ccccc3)CC2)c(C)c(C#N)c1=O	11	-3
O=C(NCCC(c1ccccc1)c1ccccc1)c1cnccn1	8	-2
O=C(Nc1ccc(Cl)cc1)C1CC(=O)N(CCc2c[nH]c3ccc(F)cc23)C1 (stereo not drawn)	20	3
Cc1ncc(CO)c2cc(C(=O)Nc3ccc(Cl)cc3)c(=Nc3ccccc3)oc12	1	2
O=C(NCCCN1CCOCC1)/C(=N\O)c1ccccn1	i	-1
CN(C)CCCNc1c2c(c(C#N)c3nc4ccccc4n13)CCC2	1	1
CCCOc1ccc(C(=O)Nc2nnc(C3CC(=O)N(c4ccc(Cl)cc4)C3)o2)cc1 (stereo not drawn)	4	0
Oc1ccc(N=Cc2ccc(OCc3ccccc3)cc2)cc1	35	0
Cn1cnnc1C1CCN(CCOc2ccccc2)CC1	-5	1
COc1cc(/C=C/C(=O)Nc2c3c(nn2-c2ccc(F)cc2)CSC3)cc(OC)c1OC	25	0
CC1CCN(CCCNC(=O)C2CCN(S(=O)(=O)N3CCC4(CC3)OCCO4)CC2)CC1	-11	-12
COc1ccc(C(=O)NC(NC2CCCCC2)C(Cl)(Cl)Cl)cc1 (stereo not drawn)	-7	-10
O=C(Nc1ccccc1)Nc1ccccc1C(=O)NCC1CC1	.	-5&-2
Cc1ccc2c(c1)C(=O)C(=O)N2	7	4
CC(C)(C)c1ccc(Oc2ccc(NC(=O)c3ccc(C(F)(F)F)cc3)cn2)cc1	.	-1
O=[N+]([O-])c1ccc(C=Nc2cc(C(F)(F)F)ccc2NCCc2ccccn2)s1	.	-11
Cn1c(N2CCCC(C(=O)N3CCN(c4ncccn4)CC3)C2)cc(=O)n(C)c1=O (stereo not drawn)	9	0
CN1c2cc(F)ccc2C(=O)NC12CCN(C(=O)c1ccc(C(F)(F)F)cc1)CC2	-1	-4
O=C(CN1CCN(S(=O)(=O)c2ccc(Cl)cc2)CC1)Nc1ccccc1C(F)(F)F	2	-8

Part of the list above in order of molecular weight, high to low:
SMILES	mHTT-CaM PPI inh	Pf apPOL block
CC(C)(C)OC(=O)N1CCN(CCNC(=O)CSc2nc3ccccc3o2)CC1	0	-9
Cc1ncc(CO)c2cc(C(=O)Nc3ccc(Cl)cc3)c(=Nc3ccccc3)oc12	1	2
COc1ccc(C(=O)NC(NC2CCCCC2)C(Cl)(Cl)Cl)cc1 (stereo not drawn)	-7	-10
C=CCn1c(O)c(CN2CCN(Cc3ccccc3)CC2)c(C)c(C#N)c1=O	11	-3
O=C(NCCC(c1ccccc1)c1ccccc1)c1cnccn1	8	-2
O=C(Nc1ccccc1)Nc1ccccc1C(=O)NCC1CC1	.	-5&-2
O=C(NCCCN1CCOCC1)/C(=N\O)c1ccccn1	i	-1

Back to the main list; the 5 compounds before the break are reprinted first.
SMILES	mHTT-CaM PPI inh	Pf apPOL block
CC(C)(C)c1ccc(Oc2ccc(NC(=O)c3ccc(C(F)(F)F)cc3)cn2)cc1	.	-1
O=[N+]([O-])c1ccc(C=Nc2cc(C(F)(F)F)ccc2NCCc2ccccn2)s1	.	-11
Cn1c(N2CCCC(C(=O)N3CCN(c4ncccn4)CC3)C2)cc(=O)n(C)c1=O (stereo not drawn)	9	0
CN1c2cc(F)ccc2C(=O)NC12CCN(C(=O)c1ccc(C(F)(F)F)cc1)CC2	-1	-4
O=C(CN1CCN(S(=O)(=O)c2ccc(Cl)cc2)CC1)Nc1ccccc1C(F)(F)F	2	-8
CCNC(=O)N1CCCC1c1nc2cc(-c3ccc(N(C)C)cc3)ccc2o1 (stereo not drawn)	84*	-3
O=C(Nc1ccccc1)N1CCC(CCOc2cccnc2)CC1	-4	-6
N#Cc1cn(CC(=O)N2CCc3ccccc3C2)c2ccccc12	-2	-5
O=C(C1CCCN1C(=O)c1cc(-c2cccc(Cl)c2)on1)N1CCCC1 (stereo not drawn)	9	-2
CC(C)C(=O)Nc1ccc(-c2nc3ccccc3o2)c(O)c1	11	2
O=C(NC(C(=O)c1ccccc1)N1CCCCCC1)c1ccco1 (stereo not drawn)	4	1
COCC(=O)Nc1cccn2nc(C3CCC3)nc12	-3	4
Cc1ccc(NC(=O)Cn2nc(N3CCCC3)c3ccccc3c2=O)c(C)c1	-11	2
C[C@H]1CN(c2ccccc2)C(=O)[C@@H]1CC(=O)Nc1ccc(Br)cc1	-11	-2
Cn1c(=O)n(C)c2cc(N=Cc3cc(Br)ccc3O)ccc21	-2	-4
O=C(c1cn(-c2ccc(F)cc2)nn1)N1CCCC1	-4	-8
Cc1nnc(C)c2c(C)n(-c3ccc4c(c3)OCO4)c(C)c12	5	-8
Cc1ccc(N2C=C(C(=O)N3CCC(C)CC3)S(=O)(=O)c3ccccc32)cc1	18	2
Cc1ccc(C2=NN3C(C2)c2ccccc2OC32CCCCC2)o1 (stereo not drawn)	53*	-6
O=C(c1cc(Cl)ccc1Cl)n1nnc2ccccc21	-2	1
Cc1cccc(C(=O)Nc2cccc(C(=O)Nc3ccccc3Cl)c2)c1	-14	8
COc1cccc(CN2CCc3nc(N4CCOCC4)ncc3C2)c1	20	2
COc1ccc(-c2cc(=S)sc(N)c2C#N)cc1OC	.	-86
